PAFAH2 FP inh: PAFAH2 (human) inhibition; Q99487; inhibition, % at 3.39 µM; recombinant PAFAH2, FP-rhodamine activity probe, fluorescence polarization; hit rate 0.99% among 340,000;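 active = inhibition above the mean over all tested compounds plus 3 SD, cut at about 30% in these data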;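 also: inhibitors block probe labeling of enzyme so polarization drops; 0% = enzyme with DMSO and 100% = wells lacking PAFAH2 protein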
LYPLA1 inh: blocks human lysophospholipase 1, a PME1 counter-screen; inhibition, % at 5.9 µM; recombinant LYPLA1, FP-Rh probe fluorescence polarization; hit rate 0.16% among 320,000; AID 2174;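 active = inhibition above the mean of all tested compounds plus 3 SD, set per campaign, cut at about 14% in these data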;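 also: inhibitors block serine hydrolase probe labeling of LYPLA1 so polarization falls; 0% = enzyme with DMSO and 100% = wells lacking LYPLA1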
ZTA counter: ZTA (EBV) inhibition in EBNA-1 counter-screen | P03206 | ZTA-DNA binding, fluorescence polarization | inhibition, % at 11 µM | hit rate 0.15% among 320,000 | AID 2234; in the data active = inhibition above about 33%
Target sequence (P03206 whole entry, looked up): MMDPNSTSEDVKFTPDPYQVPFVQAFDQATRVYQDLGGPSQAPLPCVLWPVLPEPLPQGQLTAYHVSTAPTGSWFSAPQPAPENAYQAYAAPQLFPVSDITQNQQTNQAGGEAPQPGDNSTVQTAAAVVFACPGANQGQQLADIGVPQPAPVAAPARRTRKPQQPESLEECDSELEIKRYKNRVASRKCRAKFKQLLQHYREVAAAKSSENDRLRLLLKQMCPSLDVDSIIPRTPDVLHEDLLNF
PREPL inhibitor: human PREPL enzyme inhibition. Q4J6C6. hit rate 0.68% among 320,000. recombinant PREPL, fluorescence polarization activity-based probe. inhibition, % at 5.96 µM. AID 2751; in the data active = inhibition above about 43%;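 also: 0% = enzyme with DMSO and 100% = wells lacking enzyme; many of its hits are not listed in these tables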
Target sequence (Q4J6C6 whole entry, looked up): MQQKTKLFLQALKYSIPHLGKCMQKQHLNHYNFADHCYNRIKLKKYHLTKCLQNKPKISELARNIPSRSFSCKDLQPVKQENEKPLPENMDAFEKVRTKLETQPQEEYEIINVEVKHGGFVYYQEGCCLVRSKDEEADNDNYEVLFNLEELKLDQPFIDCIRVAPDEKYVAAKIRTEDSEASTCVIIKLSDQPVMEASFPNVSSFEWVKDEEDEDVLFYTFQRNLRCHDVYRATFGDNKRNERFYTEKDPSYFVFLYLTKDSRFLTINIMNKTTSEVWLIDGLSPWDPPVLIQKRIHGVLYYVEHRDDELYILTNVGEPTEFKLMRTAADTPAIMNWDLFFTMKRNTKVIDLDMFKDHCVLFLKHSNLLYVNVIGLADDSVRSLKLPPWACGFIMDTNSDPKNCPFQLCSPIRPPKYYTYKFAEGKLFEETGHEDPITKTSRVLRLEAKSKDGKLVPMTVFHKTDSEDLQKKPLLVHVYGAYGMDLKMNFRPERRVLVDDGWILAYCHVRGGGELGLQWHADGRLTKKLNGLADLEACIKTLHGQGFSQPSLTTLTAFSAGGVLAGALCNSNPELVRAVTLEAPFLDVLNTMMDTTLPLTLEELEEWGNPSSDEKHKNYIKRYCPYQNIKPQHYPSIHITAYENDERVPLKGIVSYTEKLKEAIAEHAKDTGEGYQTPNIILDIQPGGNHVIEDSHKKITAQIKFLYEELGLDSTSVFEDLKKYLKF
LYPLA2 inh: counter-screen for PME1 inhibitors: inhibitors of human LYPLA2; hit rate 0.38% among 320,000; recombinant LYPLA2, FP-Rh probe fluorescence polarization; O95372; inhibition, % at 5.9 µM; AID 2177;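 active = inhibition above the screen-wide mean plus 3 SD, limit set per campaign, cut at about 26% in these data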;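 also: 0% = LYPLA2 with DMSO and 100% = wells lacking LYPLA2 enzyme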
PAFAH1B3 inh: blocks human PAF acetylhydrolase 1B catalytic subunit 3; Q15102; recombinant PAFAH1B3, FP-rhodamine probe, fluorescence polarization; inhibition, % at 3.39 µM; hit rate 0.28% among 340,000; AID 492972;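 active = inhibition above the screen-wide average of all tested compounds plus 3 SD, cut at about 25% in these data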;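 also: 0% = enzyme with DMSO only and 100% = wells lacking PAFAH1B3 protein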
GSTO1 inh: blocks human GSTO1 in RBBP9 counter-screen; hit rate 1.1% among 300,000; inhibition, % at 5.96 µM; recombinant GSTO1, activity-based probe fluorescence polarization; P78417; AID 1974;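 active = inhibition above the campaign mean inhibition plus 3 SD, cut at about 35% in these data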;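 also: 0% = GSTO1-1 with DMSO and 100% = wells lacking GSTO1-1 enzyme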
PAD4 inh: PAD4 (human) enzyme inhibition; inhibition, % at 6.36 µM; hit rate 0.41% among 330,000; Q9UM07; recombinant PAD4, RCA probe fluorescence polarization;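 active = percent inhibition above a cutoff equal to the mean of all tested compounds plus 3 SD, cut at about 15% in these data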;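 also: 0% = PAD4 with RCA probe and DMSO and 100% = probe without PAD4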
EBNA-1 inh: blocks EBNA-1 binding to DNA; inhibition, % at 14.8 µM; AID 1950; hit rate 0.34% among 300,000; EBNA-1 DNA binding, fluorescence polarization; in the data active = inhibition above about 28%
Active calls of the source: *; x = no result given.

canonical_smiles	PAFAH2 FP inh	LYPLA1 inh	ZTA counter	PREPL inhibitor	LYPLA2 inh	PAFAH1B3 inh	GSTO1 inh	PAD4 inh	EBNA-1 inh
CCOc1ccc(N2CCc3c(C)nc(SC)nc32)cc1	7	2	4	14	-2	7	1	4	-1
C[C@@H]1Cc2c(O)c(O)cc(O)c2C(=O)O1	9	2	7	5	8	14	28	-3	-2
CSc1ncccc1C(=O)OCC(=O)NCCC1=CCCCC1	0	-1	-9	2	3	1	5	1	-3
COc1ccc(/C=C2\SC(=O)N(CC(=O)N(C)C3CCS(=O)(=O)C3)C2=O)cc1 (configuration not stated)	1	-1	-9	23	4	-1	10	1	-7
CCCCc1ccc(NS(=O)(=O)N(C)C)cc1	-8	4	10	-2	4	-3	4	-4	4
O=C(c1ccc(Cl)c(S(=O)(=O)N2CCCCCC2)c1)N1CCN(CCO)CC1	-4	-3	9	1	3	7	8	-6	2
CCc1cccc(C)c1NC(=O)CN(C)S(=O)(=O)c1ccc(-c2ccc(=O)[nH]n2)s1	2	-4	4	0	3	-1	-7	-8	-14
Cc1ccc(C)c(NC(=O)C2Cc3ccccc3CN2C(=O)OCc2ccccc2)c1 (configuration not stated)	6	1	9	-32	4	0	0	2	9
CCOC(=O)/C(C#N)=C/c1ccc(OCC(=O)Nc2ccc(OC)cc2)c(OC)c1	5	-3	12	11	-4	-1	2	-3	3
CN(CC(=O)Nc1ccc(N2CCOCC2)cc1)Cc1cc(=O)n2ccsc2n1	-3	-3	0	2	-10	1	17	-11	-9
C/C(NC(=O)c1cccc(F)c1)=C1/C(=O)C[C@@H]2[C@H]1C2(C)C	16	-4	15	-10	3	7	3	-1	8
COc1ccc(-c2sc3cc4c(cc3c2-c2ccc3c(c2)OCCO3)OCO4)cc1	-1	x	x	15	x	1	x	2	x
COc1ccc(OC)c(NC(=O)CSCC(=O)O)c1	-15	-2	16	2	-6	4	-3	1	7
COc1ccc(N2CCN(C(=O)COc3ccc(S(=O)(=O)N4CCOCC4)cc3C)CC2)cc1	5	6	13	15	28*	8	3	-5	-1
CC(C)C(=O)Nc1ccc(C(=O)NNC(=S)NC(=O)c2ccco2)cc1	6	3	-2	8	11	4	45*	2	0
COc1ccc(N(C(=O)C2CSC(=O)C2)C(C(=O)NC(C)(C)C)c2ccncc2)cc1 (configuration not stated)	-1	-1	9	2	2	5	7	-2	9
Cc1ccccc1NC(=O)CCCC(=O)c1ccccc1	-8	-2	11	0	2	18	3	-1	5
CC(=O)c1cc2c(cc1NC(=O)CN1CCCCC1C)OCO2 (configuration not stated)	8	6	-6	2	-3	-8	4	2	-1
Cc1ccc2cc(CN(CCCN(C)C)C(=S)NCc3ccccc3)c(=O)[nH]c2c1C	-3	1	-14	1	4	10	11	2	-9
Cc1ccc(S(=O)(=O)NCc2cccnc2)cc1C(=O)NC1CCCCC1	4	1	-8	20	4	6	-6	-6	6

Continuation:
canonical_smiles	PAFAH2 FP inh	LYPLA1 inh	ZTA counter	PREPL inhibitor	LYPLA2 inh	PAFAH1B3 inh	GSTO1 inh	PAD4 inh	EBNA-1 inh
CCOC(=O)N1CCC(NC(=O)c2cc(-c3ccc(F)cc3)[nH]c2C)CC1	1	-3	-9	21	6	11	-2	0	4
Cn1cnnc1SCC(=O)Nc1ccc2nc(SCc3cccc4ccccc34)sc2c1	-22	-39	23	-40	-52	-5	-49	-3	0
O=C1NC(c2ccccc2)(C(F)(F)F)C(=O)N1Cc1cccnc1 (configuration not stated)	3	-2	-11	-7	-2	-4	1	0	-5
O=C1CC2c3ccccc3C1C1C(=O)N(CCO)C(=O)C21 (configuration not stated)	9	0	5	2	4	8	-1	2	13
COC(=O)CS(=O)(=O)c1cc(Br)cc2c1N(C(C)=O)CC2	3	0	19	2	6	6	6	-3	12
CC12CCC(C(=O)N(CCCN3CCN(Cc4ccccc4)CC3)C1=O)C2(C)C (configuration not stated)	6	0	7	2	-2	1	2	-1	-4
Cc1nc(-n2nnc(CO)c2CO)nc2c1CCC2	0	-2	-1	-8	-1	1	0	-2	3
CN1CCN(C(=O)C2(NC(=O)Nc3ccccc3Cl)CCCCC2)CC1	0	3	-14	0	4	7	-2	-2	-28
O=C(NNC(=S)Nc1cccc(C(F)(F)F)c1)c1ccc(Cl)cc1Cl	4	-8	13	15	4	13	-6	0	12
O=C(NC1CCCC1)C(c1ccncc1)N(Cc1ccco1)C(=O)c1ccc(-c2ccccc2)[nH]1 (configuration not stated)	5	-1	-1	22	6	6	4	-3	-5
COc1ccc(CNC(=O)c2ccc(Br)o2)cc1	-5	-2	6	13	2	4	-3	0	-2
CCNC(=O)c1ccccc1SCc1ccccc1	8	-8	-6	11	-5	-5	-3	-2	-6
COc1ccccc1N(CC(=O)NCC1CCCO1)C(=O)CCC(=O)Nc1nccs1 (configuration not stated)	4	-3	-3	-2	1	6	-4	-1	-4
CCOC(=O)Cn1cc(Cl)c(=O)c(Cl)c1	0	-2	-17	16	0	1	9	3	5
O=C(CC1CC2CCC1C2)NCc1cccs1 (configuration not stated)	4	0	-7	-4	0	-4	-3	1	1
CC1(C)CC(=O)C(N=Nc2ccc(-c3ccccc3)cc2)=C(O)C1	-3	2	6	6	2	0	14	-1	12
COCCNC(=O)C(=O)Nc1ccc2c(c1)N(S(=O)(=O)c1cccs1)CCC2	-2	2	8	-6	5	10	4	-2	2
COc1cccc(-c2cn3nc(C)c(C)nc3n2)c1	-7	-4	-17	14	0	4	-6	-5	-3
COc1cc2c(cc1OC)C(c1ccccc1Br)NC(=O)C2 (configuration not stated)	2	0	-3	-4	2	1	1	-1	0
NC(=S)Nc1ccc2c(c1)OCO2	7	5	26	-1	6	9	-2	5	3

Remaining list, next part:
canonical_smiles	PAFAH2 FP inh	LYPLA1 inh	ZTA counter	PREPL inhibitor	LYPLA2 inh	PAFAH1B3 inh	GSTO1 inh	PAD4 inh	EBNA-1 inh
CCNC(=O)c1ccccc1-c1nc(-c2ccccc2OC)no1	5	-2	-1	4	5	3	6	-2	2
CC(C)(C)OC(=O)[C@H](Cc1ccccc1)NC(=O)c1[nH]cnc1C(=O)N[C@@H](Cc1ccccc1)C(=O)OCc1ccccc1	-30	-18	3	16	-31	-20	-12	1	4
Cc1ccc(S(=O)(=O)/N=C(\N)Nc2nc(C)c3ccc(C)cc3n2)cc1	2	-7	8	-5	-10	-3	-7	0	37*
CCCC(=O)Nc1ccc2c(c1)nc(CCNC(=O)c1ccco1)n2C	x	1	-17	19	2	x	6	1	3
C1CC(CN2CCOCC2)CN(Cc2nc(CC3CC3)no2)C1 (configuration not stated)	-3	0	-7	4	4	12	0	2	-5
Cc1nc(C2CCCCC2)c(-c2ccccc2)c(N2CCOC2=O)c1C	-2	-4	1	-3	-7	3	2	4	6
CCOC(=O)C(C#N)C(Cc1ccccc1)c1ccco1 (configuration not stated)	-1	-1	2	-8	-6	1	-5	-1	-8
N=c1sccn1CC(=O)N1N=C(c2ccc(Cl)cc2)CC1c1ccco1 (configuration not stated)	3	1	-2	-19	-2	8	4	0	-2
Cc1ccc(Sc2ccc(NC(=O)CCl)cc2)cc1C	13	-4	-2	-2	-3	15	78*	9	2
Cc1ccc(S(=O)(=O)N(CC(=O)Nc2cccnc2)c2ccc(Br)cc2)cc1	1	-7	19	-48	-11	7	-2	1	8
CCOC(=O)Cn1c(=O)oc2cc(S(=O)(=O)N3CCN(c4ccccn4)CC3)ccc21	4	2	-9	-2	-4	2	6	-1	6
COc1ccc(CCC(=O)N2CCN(c3ccc([N+](=O)[O-])cc3)CC2)cc1OC	-2	-5	-4	15	10	-3	-4	5	0
O=C(NCCNC(=O)c1cc(OCC(F)(F)F)ccc1OCC(F)(F)F)Nc1ccc(OC(F)(F)F)cc1	1	11	18	7	26*	-1	-4	1	5
C=C(C)CSc1nc2sc3c(c2c(=O)n1-c1ccccc1)CCN(C)C3	8	-1	9	28	-4	-3	-10	4	-5
O=C1c2ccccc2C(=O)N1CCCCN(C(=O)c1cc2ccccc2oc1=O)c1ccc(F)cc1F	-3	-2	3	1	2	0	-1	-1	3
COc1cc(CNCCc2ccccc2)ccc1OCc1ccc(Cl)nc1	0	4	-8	-29	21	5	6	1	5
O=S(=O)(NCC1CCCO1)c1ccc(NS(=O)(=O)c2ccc(F)cc2)cc1 (configuration not stated)	-12	-7	-4	13	-3	3	18	-2	-6
COc1ccc(/C=C/C(=O)NC(=S)NN2CCCCC2c2cccnc2)cc1 (configuration not stated)	-6	-1	-3	-4	-5	-2	5	-1	0
O=C(Nc1cccc([N+](=O)[O-])c1)c1ccn[nH]1	-1	0	1	0	2	6	5	0	-3
CC1NC(=O)NC1CCCCCC(=O)NCCc1ccccc1 (configuration not stated)	-3	-1	-10	26	2	3	4	-1	-7

Next part; the last 4 above are carried over.
canonical_smiles	PAFAH2 FP inh	LYPLA1 inh	ZTA counter	PREPL inhibitor	LYPLA2 inh	PAFAH1B3 inh	GSTO1 inh	PAD4 inh	EBNA-1 inh
O=S(=O)(NCC1CCCO1)c1ccc(NS(=O)(=O)c2ccc(F)cc2)cc1 (configuration not stated)	-12	-7	-4	13	-3	3	18	-2	-6
COc1ccc(/C=C/C(=O)NC(=S)NN2CCCCC2c2cccnc2)cc1 (configuration not stated)	-6	-1	-3	-4	-5	-2	5	-1	0
O=C(Nc1cccc([N+](=O)[O-])c1)c1ccn[nH]1	-1	0	1	0	2	6	5	0	-3
CC1NC(=O)NC1CCCCCC(=O)NCCc1ccccc1 (configuration not stated)	-3	-1	-10	26	2	3	4	-1	-7
Cc1ccc(-n2cc(CNCCN3CCOC3=O)c(-c3ccc(F)cc3)n2)cc1	7	1	1	9	4	-1	-15	-5	-7
O=c1c2ccccc2nc(-c2ccoc2)n1CCc1ccccc1	7	4	2	-4	4	-2	-9	-1	6
O=C(Nc1cccc(F)c1)N1CC=C(c2ccc(Cl)cc2)CC1	-3	-4	12	10	-6	1	-6	-3	3
COCCn1c(SCC(=O)NC2(C#N)CCCCC2)nc2ccccc2c1=O	-2	-1	4	6	-3	11	x	-6	x
Cc1cc(C(=O)Nc2ccc(S(=O)(=O)N3CCOCC3)cc2)ccc1[N+](=O)[O-]	-2	1	5	7	7	9	-2	-2	-3
CC1(C)SC(=S)N(/N=C/c2ccccc2)C1N(O)C(=O)Nc1ccc([N+](=O)[O-])cc1 (configuration not stated)	-6	-16	-4	-62	-17	5	0	8	4
CC(CC(=O)Nc1ccc(F)cc1)S(=O)(=O)c1ccc2c(c1)NC(=O)CO2 (configuration not stated)	2	1	-3	25	6	6	19	-1	7
Clc1cccc(Nc2ncnc3ccc(Br)cc23)c1	-4	-14	-2	-12	-15	6	-9	-7	-4
COCCCn1cnnc1SCc1nc2sc(C(C)=O)c(C)c2c(=O)[nH]1	-3	1	2	-3	4	-2	3	-3	-1
CCOCCCNS(=O)(=O)c1ccc(Br)cc1	18	0	-4	0	5	1	7	1	-1
COC(=O)C1CSc2[nH]c(=O)sc2C1c1ccc(O)c(OC)c1 (configuration not stated)	2	2	3	2	3	5	10	3	7
COc1ccc2[nH]cc(/C=C(/C#N)S(=O)(=O)c3ccccc3)c2c1	0	-18	-2	0	-15	2	-18	-6	-12
COC(=O)c1ccccc1S(=O)(=O)Nc1ccc(OC)nc1	-5	3	-3	6	10	3	-3	7	-2
CC(C)C(=O)Nc1ccc(NC(=O)c2cccs2)cn1	-4	-2	-15	-5	0	1	-5	-4	-8
O=C(Nc1ccc2c(c1)OCCO2)C(=O)c1c[nH]c2ccccc12	-14	-8	2	12	-18	-7	-3	0	9

Assay outcomes: PubChem BioAssay, The Scripps Research Institute Molecular Screening Center

A portion of the library (hit frequency here may not be typical).
